Compound activity as filed in PubChem BioAssay.
H9c2 protect: cardioprotection against H2O2-induced cell death, primary screen, uHTS, H9c2 cells, ATPLite luminescence; H9c2 cardiomyocytes, H2O2 injury protection, 2 h; protection from H2O2 cell death, % at 20 µM; 360,000 compounds, 0.63% hits; AID 588492, 2011;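 active = compounds giving at least 50% protection of heart cells from peroxide-induced death in the single-dose screen, raw or plate-pattern-corrected value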;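 also: 0% = DMSO wells with peroxide and 100% = DMSO wells without peroxide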
ABHD5 PLIN5 PPI: ABHD5-PLIN5 interaction inhibitors, primary screen, cell lysate, split luciferase complementation, luminescence; inhibition, % at 4 µM; 360,000 compounds, 0.78% hits; Split G. princeps luciferase complementation, 4 h; AID 602281, 2012;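 active = inhibition above the mean inhibition across every tested compound plus 3 SD, cut at about 22% in these data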;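 also: 0% = DMSO only wells and the 100% control is not disclosed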
Exocytosis inh: LAMP-1 surface exposure blockers, TALL-104 cells – cell-based, flow cytometry, MLPCN library, primary screen | TALL-104 LAMP-1 surface exposure; cells stimulated with thapsigargin and PMA | inhibition, % at 10 µM | 360,000 compounds, 0.66% hits;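 active = inhibition above about 55%, limit read from the data; inconclusive = no clear call, values can overlap the other calls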
MC4R antag cAMP: MC4R antagonists of cAMP signaling, primary screen, cell-based, TR-FRET, antagonist arm of biased-ligand search; Melanocortin receptor 4 (Homo sapiens), P32245; MC4R-expressing cells, MTII-stimulated cAMP, LANCE TR-FRET; inhibition, % at 6.5 µM; 360,000 compounds, 0.48% hits;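 active = inhibition above its plate's cutoff, the mean of tested wells on that plate plus 3 SD, cut at about 29% in these data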;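 also: 0% = Melanotan II alone and 100% = Melanotan II plus saturating MCL0020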
Target sequence (P32245 whole entry, looked up): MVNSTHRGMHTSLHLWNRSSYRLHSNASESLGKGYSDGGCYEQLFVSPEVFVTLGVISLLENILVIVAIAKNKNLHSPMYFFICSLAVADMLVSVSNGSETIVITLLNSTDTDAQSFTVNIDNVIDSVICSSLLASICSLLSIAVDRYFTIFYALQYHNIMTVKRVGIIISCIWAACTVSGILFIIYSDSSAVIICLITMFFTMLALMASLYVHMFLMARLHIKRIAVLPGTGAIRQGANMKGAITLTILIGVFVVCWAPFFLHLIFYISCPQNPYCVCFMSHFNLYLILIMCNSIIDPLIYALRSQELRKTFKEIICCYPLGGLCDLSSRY
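System: U2OS cells stably expressing human melanocortin 4 receptor (MC4R). Reagent: Melanotan II challenge after compound preincubation. Doses: 6.5 µM. Times: 30-min compound, 1-h challenge, 1-h detection, room temperature. Measured by: TR-FRET with Eu-cAMP and labeled anti-cAMP, 671 nm. Replicates: singlicate.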
iPSC survival up: enhancers of single-cell hiPSC survival, primary screen, ATPlite luminescence; 100% = ROCK inhibitor wells, 0% = DMSO; survival enhancement, % at 20 µM; 360,000 compounds, 0.044% hits; AID 602274, 2012; in the data active = survival enhancement above about 18%;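 also: cells exposed to compounds for 16 hours before the ATP read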
ABCB6 inh MLPCN: ABCB6 transporter inhibitors, primary screen, K562-ABCB6 cells, flow cytometry, MLPCN library | ATP-binding cassette sub-family B member 6 (Homo sapiens), Q9NP58 | K562-ABCB6 porphyrin accumulation, 1 h; hits give low values | fluorescence ratio to DMSO, % at 10 µM | 360,000 compounds, 0.19% hits;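 active = fluorescence ratio to DMSO below 75%, the collection mean minus 3 SD; inconclusive = too few cells collected in the well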;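 also: signal is porphyrin accumulated inside mitochondria; 100% equals median channel fluorescence of DMSO control wells; lower ratio means ABCB6 inhibition with less porphyrin fluorescence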
MC4R ag barr: MC4R agonists recruiting beta-arrestin, primary screen, cell-based, luminescence, agonist arm of biased-ligand search; Melanocortin receptor 4 (Homo sapiens), P32245; U2OS MC4R beta-arrestin complementation; percent of melanotan II response, DMSO zero; activation, % at 8.9 µM; 360,000 compounds, 0.98% hits; AID 540308, 2011;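 active = activation above a per-plate cutoff, the mean activation of sample wells on that plate plus 3 SD, cut at about 8% in these data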
aDG glyco act: activators of alpha-DG glycosylation, primary screen, uHTS, Pro5-aDG cells, AlphaScreen; 360,000 compounds, 0.22% hits; activation, % at 10 µM; AID 624168, 2012; alpha-DG glycosylation AlphaScreen (IIH6); 0% Pro5, 100% B10-LARGE cell signal;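 active = activation of at least 8% versus controls, or a plate z-score of at least 8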;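 also: Pro5 are CHO cells carrying HIG-tagged alpha-DG that lacks glycosylation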
Glyco luc inh: increase of ERlucT glycosylation luciferase signal, primary screen, N-linked glycosylation inhibitor project, D54 ERlucT cells, luminescence, set 2; reporter increase, % at 12.5 µM; 360,000 compounds, 0.23% hits; D54 ERlucT glycosylation luciferase reporter, 24 h; percent of 100 nM tunicamycin response;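 active = mean luciferase reporter signal, scaled so untreated is 0 and the glycosylation-blocking control 100, at or above a set limit in every replicate; inconclusive = mean reaches the limit but not every replicate does; inactive = mean below the limit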;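 also: luciferase carries N-glycosylation sites so blocking glycosylation raises the light; 0% = median of neutral control wells and 100% = median of 100 nM tunicamycin wells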
m5-HT2A agonist: mouse Htr2a agonists via beta-arrestin recruitment, primary screen, cell-based, luminescence; 5-hydroxytryptamine receptor 2A (Mus musculus), P35363; CHO-K1 mHTR2A beta-arrestin complementation; percent of 30 µM serotonin response; activation, % at 7.6 µM; 360,000 compounds, 0.66% hits; AID 624169, 2012;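 active = activation above a run cutoff, the mean activation of all tested compounds plus 3 SD, cut at about 14% in these data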;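 also: 0% = plate median of compound wells and 100% = 30 µM serotonin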
Target sequence (P35363 whole entry, looked up): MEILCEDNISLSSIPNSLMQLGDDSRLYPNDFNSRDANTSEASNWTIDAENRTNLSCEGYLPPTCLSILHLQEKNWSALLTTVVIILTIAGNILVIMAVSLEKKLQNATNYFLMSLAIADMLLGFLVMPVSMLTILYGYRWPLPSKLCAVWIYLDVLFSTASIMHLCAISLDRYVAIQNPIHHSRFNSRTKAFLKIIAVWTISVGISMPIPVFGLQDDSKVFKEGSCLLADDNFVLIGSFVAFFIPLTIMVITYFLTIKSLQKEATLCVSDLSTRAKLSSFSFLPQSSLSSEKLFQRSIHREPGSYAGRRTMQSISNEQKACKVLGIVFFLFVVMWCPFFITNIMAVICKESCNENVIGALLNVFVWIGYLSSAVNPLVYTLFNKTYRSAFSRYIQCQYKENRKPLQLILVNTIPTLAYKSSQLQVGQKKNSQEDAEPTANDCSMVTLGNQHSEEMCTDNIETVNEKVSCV
Numbers without * were called inactive; ? = inconclusive; / = no result given.

No.	SMILES	m5-HT2A agonist	ABHD5 PLIN5 PPI	aDG glyco act	Exocytosis inh	iPSC survival up	H9c2 protect	MC4R ag barr	MC4R antag cAMP	ABCB6 inh MLPCN	Glyco luc inh
1	O=C(C1CCCO1)N1CCN(C(=S)Nc2cccc(F)c2)CC1 (stereo not drawn)	-6	8	0.0	1	0.3	8	-0.9	2	77	3
2	N#Cc1cccc(C(c2nnnn2CCc2ccccc2)N2CCN(C3CCCCC3)CC2)c1 (stereo not drawn)	-4	2	0.0	-3	0.4	1	2.1	29*	101	-4
3	O=c1[nH]c(-c2ccccc2)c(-c2ccccc2)nc1[N+](=O)[O-]	2	-3	0.1	-13	2.3	1	-0.5	3	115	-2
4	O=C(CSC1CC(=O)N(CCc2ccccc2)C1=O)Nc1ccc(Br)cc1 (stereo not drawn)	2	-2	0.0	10	-1.4	-20	1.2	12	101	0
5	Cc1ccc(-c2nc(CS(=O)CC(=O)NCc3ccccn3)c(C)o2)cc1 (stereo not drawn)	-1	3	0.2	4	-0.9	-3	1.1	3	91	2
6	CCCn1c(NC(=O)CN2C(=O)NC3(CCCCC3)C2=O)nc2ccccc21	4	3	0.1	4	-0.5	2	-0.7	6	102	3
7	CCn1cc(NC(=O)Nc2ccc(OC)c(OC)c2)c(C(N)=O)n1	1	-3	-0.1	0	-2.5	-2	-0.6	-3	94	2
8	O=C(O)CN(Cc1ccco1)S(=O)(=O)c1ccc(F)cc1	0	1	0.5	0	-2.2	6	-0.9	3	88	0
9	CN(C)c1nc(F)c(F)c(S(=O)(=O)c2ccccc2)c1F	-3	4	0.0	-7	-0.2	1	1.0	9	96	0
10	Nc1[nH]c(C(=O)c2ccccc2)c(-c2ccc(Cl)cc2)c1C(=O)NCc1ccccc1	0	-5	0.0	3	2.1	/	/	/	100	/
11	Cc1ccc(OCC(=O)c2c(N)n(C)c(=O)n(C)c2=O)c([N+](=O)[O-])n1	-1	0	-0.1	-2	0.4	15	-2.7	2	94	1
12	CC(=O)NC12CC3CC(C1)CC(C(=O)N(C)CC(=O)Nc1ccc(F)c(F)c1F)(C3)C2	1	0	-0.2	-6	-0.4	2	-0.3	-4	115	-3
13	COc1ccc(-c2nc3c4ccccc4ccn3c2Cc2ccccc2C(F)(F)F)cc1OC	8	-1	0.5	2	-1.1	0	/	/	97	-5
14	Nc1nc(N2CCOCC2)nc(N(c2ccccc2)c2ccccc2)n1	-2	-6	0.0	5	-2.5	5	0.9	6	105	2
15	CCn1c(CSc2ncn[nH]2)nc2cc(C(=O)O)ccc21	-6	-10	0.0	0	-0.7	3	0.1	-5	103	2
16	CCc1ccc2c(CN3CCC(C(=O)OC)CC3)cc(=O)oc2c1	10	1	-0.1	3	0.3	-4	-1.5	8	99	0
17	COc1ccccc1N1CCN(Cc2cccc(OC)c2OC)CC1	-2	0	0.3	1	-2.8	6	-1.7	4	93	-2
18	O=C(COc1ccccc1)Nc1nn[nH]n1	-3	-6	-0.1	0	-0.8	-5	0.9	21	152	1
19	C/C(=N\NC(=O)Cc1ccccc1)c1ccc(Br)s1	-1	0	0.1	-16	0.6	-7	0.2	0	100	-2
20	Cc1ccsc1/C=C1/CN(C)Cc2c1nc1ccccc1c2C(=O)O	-3	2	0.0	1	0.4	2	-0.3	-16	98	2
21	CN(C)S(=O)(=O)c1cccc(-c2cn3cccnc3n2)c1	0	-5	-0.5	0	0.8	4	-2.1	8	104	0
22	CCOc1ccccc1NC(=O)C1CC2CCCC(C1)C2=O (stereo not drawn)	-1	4	-0.3	-1	-0.6	2	0.1	10	98	0
23	Cc1occc1C(=O)NCc1ccccc1	3	5	0.4	2	-0.1	-1	0.3	3	146	0
24	Cc1cccc(OCCCC(=O)Nc2ccc(S(=O)(=O)Nc3nccs3)cc2)c1C	0	2	0.7	-1	0.2	-1	-1.7	6	96	0
25	O=C1Nc2cc(C(=O)N3CCOCC3)ccc2SC1N1CCOCC1 (stereo not drawn)	2	-1	0.1	4	0.6	0	0.2	2	104	3
26	CN(CC(=O)Nc1ccccc1Cl)CC(=O)Nc1cccc2ccccc12	0	-3	-0.2	10	5.5	2	0.8	12	101	2
27	COc1ccc(CC(=O)NCC(c2ccc(OC)cc2)N(C)C)cc1 (stereo not drawn)	-2	-2	0.1	0	0.0	3	-1.4	8	92	2
28	C=CCN1C(=O)C(Cc2cccc(Cl)c2)S/C1=N/N=C/c1ccco1 (stereo not drawn)	-3	-3	-0.2	0	0.9	-6	-0.1	-3	105	-3
29	CCN=C1SC(C(N)=O)CC(=O)N1CC (stereo not drawn)	2	5	1.5	1	-1.9	10	-1.4	6	102	1
30	CCOc1ccc(CNC2CCCCCCC2)cc1OC	-1	6	0.0	-7	-0.3	-7	-1.7	8	97	-1
31	Cc1csc(NC(=O)CSc2nc(=O)[nH]c3c2CCCC3)n1	10	0	0.2	-1	-0.1	0	-4.6	10	105	3
32	Cc1nc(=O)c(-c2ccccc2)c(C)n1-c1ccccc1Cl	2	-5	-0.1	-1	0.5	0	-0.3	-2	98	0
33	Cc1cc(N2C(=O)CC(Cc3ccccc3)C2=O)no1 (stereo not drawn)	0	0	-0.2	-4	-2.0	5	0.9	4	72*	0
34	CCOC(=O)Cc1csc(NC(=O)CCc2ccccc2)n1	-2	1	-0.1	-8	-0.3	1	1.0	-1	97	-1
35	CCOC(=O)C(C(=O)Nc1nccs1)C1CCCCC1 (stereo not drawn)	2	0	0.1	-3	-0.1	-4	1.9	1	94	-1
36	O=C(NCc1ccccc1F)C1CCCN(C(=O)Nc2ccc(F)cc2)C1 (stereo not drawn)	8	-1	0.0	-8	0.2	-1	0.3	-4	102	1
37	Cc1sc(NC(=O)C2CCCCC2C(=O)O)c(C(N)=O)c1-c1ccccc1 (stereo not drawn)	2	-5	-0.4	-4	-1.1	-18	-2.3	-6	97	-5
38	Cc1nnc(N(C)C(=O)c2ccccn2)s1	-5	-1	0.0	-1	6.4	0	-1.7	9	88	1
39	CC1CCN(C(=O)Nc2ccc3nsnc3c2)CC1	-2	-7	0.2	-2	-1.9	-2	0.9	5	96	2
40	CCC(c1nnnn1-c1ccc2c(c1)OCCO2)N1CCN(c2ccccc2)CC1 (stereo not drawn)	5	7	0.5	-4	-1.3	/	/	/	98	/
41	COc1ccc(C(=O)Nc2c3c(nn2C(C)(C)C)CS(=O)(=O)C3)cc1OC	-3	-5	0.0	8	0.3	13	-1.4	14	101	0
42	COc1ccc(C(=O)C[n+]2ccc(-c3nnc4n3CCC4)cc2)cc1	7	1	0.2	0	0.6	-1	-1.4	1	101	2
43	CC1=C(C(=O)N(C(C)C)C(C)C)CC(CC(=O)NCc2cccs2)C(=O)N1Cc1ccccc1 (stereo not drawn)	-4	5	0.1	0	-1.5	-5	1.1	10	100	4
44	CN(Cc1ccccc1)C(=O)c1cccc(NC(=O)Cc2ccc(NC(=O)C3CCN(C(=O)C4CCCCC4)CC3)cc2)c1	-8	-2	0.0	18	4.2	-12	0.6	-3	96	-3
45	O=C(NC1CC1)c1cccc(NC(=O)C2CC2)c1	-1	-7	-0.3	-2	-2.9	1	-2.4	10	98	3
46	COc1ccc(/C=N/S(=O)(=O)c2ccccc2)cc1OC	4	-1	-0.4	-5	0.3	2	0.1	3	100	-1
47	COc1ccccc1N(CC(=O)NCCc1ccccc1)C(=O)CCC(=O)Nc1cc(C)ccn1	9	4	0.1	62*	0.3	6	-0.3	-3	90	3
48	Cc1ccc(S(=O)(=O)N(C)CCCC(=O)Nc2cccc3ccccc23)cc1	-2	-3	1.1	1	1.7	-4	-0.8	6	103	-2
49	O=C(CCc1nc2ccccc2s1)OCC(=O)N1CCN(C(=O)c2ccco2)CC1	2	2	0.5	-2	1.4	10	-0.8	4	103	-1
50	CN1C/C(=C\c2ccc(N3CCOCC3)cc2)C(=O)/C(=C/c2ccc(N3CCOCC3)cc2)C1	-2	30*	0.1	2	-0.7	4	-2.8	-7	96	?

Carrying on.
No.	SMILES	m5-HT2A agonist	ABHD5 PLIN5 PPI	aDG glyco act	Exocytosis inh	iPSC survival up	H9c2 protect	MC4R ag barr	MC4R antag cAMP	ABCB6 inh MLPCN	Glyco luc inh
51	COc1ccc(OC)c(NC(=O)c2sc3nc(C)cc(C)c3c2N)c1	4	1	0.1	-1	1.0	2	-0.8	-9	97	1
52	CCOC(=O)c1ccc(NC(=O)CN2CCN(CCN=CC3=C(O)CC(C)(C)CC3=O)CC2)cc1	3	-5	0.1	0	-0.4	0	-2.1	-3	89	0
53	CCN(CC)S(=O)(=O)c1ccc(N2CCOCC2)c(NS(=O)(=O)c2cc(C(C)(C)C)ccc2C)c1	-4	-4	0.0	0	-0.4	7	2.3	-2	104	4
54	CC(=O)Nc1ccc(NC(=O)C2CCN(C(=O)c3cccs3)CC2)cc1	1	1	0.3	-14	0.2	6	-0.1	25	100	0
55	Cc1nc2cc(N3CCCCC3)c(NC(=O)c3ccncc3)cc2c(=O)n1Cc1ccccc1	3	2	-0.2	4	3.4	-2	-3.2	-2	111	-2
56	CCN(C(=O)c1cc2ccccc2oc1=O)c1ccccc1	-1	6	-0.2	-1	5.6	-3	1.6	-3	/	1
57	Cc1ccc2cc(/C=N/NC(=O)c3ccccc3O)c(Cl)nc2c1	6	0	-0.2	6	0.2	-2	2.2	20	102	1
58	COC(=O)NCC(c1cccnc1)N1CCN(c2ccccc2OC)CC1 (stereo not drawn)	8	-6	0.0	-4	1.3	-1	-1.8	1	106	-1
59	COc1ccc2[nH]c3c(c2c1)CC(C)NC3=O (stereo not drawn)	8	6	-0.1	-4	0.3	-2	-0.6	3	100	-14
60	CC1(C)Cc2ccccc2C(=NC(Cc2c[nH]c3ccccc23)C(=O)O)N1 (stereo not drawn)	-2	1	-0.2	-4	0.7	14	-0.1	6	97	2
61	Nc1c(C(=O)Nc2ccc(Br)cc2)sc2nc(N3CCOCC3)c3c(c12)CCCC3	2	1	-0.3	-1	2.2	-5	0.6	-8	98	-7
62	CSCC(=O)N1CCCC(CNC(=O)c2ccccc2Cl)C1 (stereo not drawn)	2	-4	0.1	6	4.1	-2	1.8	8	99	1
